High-throughput results as filed in PubChem.
TcdB inh: TcdB glycohydrolase inhibition; P18177; TcdB glycohydrolase enzymatic assay, plate reader; inhibition, % at 9.99 µM; actives 0.24% (n = 350,000); in the data active means inhibition above about 10%
Target sequence (P18177 whole entry, looked up): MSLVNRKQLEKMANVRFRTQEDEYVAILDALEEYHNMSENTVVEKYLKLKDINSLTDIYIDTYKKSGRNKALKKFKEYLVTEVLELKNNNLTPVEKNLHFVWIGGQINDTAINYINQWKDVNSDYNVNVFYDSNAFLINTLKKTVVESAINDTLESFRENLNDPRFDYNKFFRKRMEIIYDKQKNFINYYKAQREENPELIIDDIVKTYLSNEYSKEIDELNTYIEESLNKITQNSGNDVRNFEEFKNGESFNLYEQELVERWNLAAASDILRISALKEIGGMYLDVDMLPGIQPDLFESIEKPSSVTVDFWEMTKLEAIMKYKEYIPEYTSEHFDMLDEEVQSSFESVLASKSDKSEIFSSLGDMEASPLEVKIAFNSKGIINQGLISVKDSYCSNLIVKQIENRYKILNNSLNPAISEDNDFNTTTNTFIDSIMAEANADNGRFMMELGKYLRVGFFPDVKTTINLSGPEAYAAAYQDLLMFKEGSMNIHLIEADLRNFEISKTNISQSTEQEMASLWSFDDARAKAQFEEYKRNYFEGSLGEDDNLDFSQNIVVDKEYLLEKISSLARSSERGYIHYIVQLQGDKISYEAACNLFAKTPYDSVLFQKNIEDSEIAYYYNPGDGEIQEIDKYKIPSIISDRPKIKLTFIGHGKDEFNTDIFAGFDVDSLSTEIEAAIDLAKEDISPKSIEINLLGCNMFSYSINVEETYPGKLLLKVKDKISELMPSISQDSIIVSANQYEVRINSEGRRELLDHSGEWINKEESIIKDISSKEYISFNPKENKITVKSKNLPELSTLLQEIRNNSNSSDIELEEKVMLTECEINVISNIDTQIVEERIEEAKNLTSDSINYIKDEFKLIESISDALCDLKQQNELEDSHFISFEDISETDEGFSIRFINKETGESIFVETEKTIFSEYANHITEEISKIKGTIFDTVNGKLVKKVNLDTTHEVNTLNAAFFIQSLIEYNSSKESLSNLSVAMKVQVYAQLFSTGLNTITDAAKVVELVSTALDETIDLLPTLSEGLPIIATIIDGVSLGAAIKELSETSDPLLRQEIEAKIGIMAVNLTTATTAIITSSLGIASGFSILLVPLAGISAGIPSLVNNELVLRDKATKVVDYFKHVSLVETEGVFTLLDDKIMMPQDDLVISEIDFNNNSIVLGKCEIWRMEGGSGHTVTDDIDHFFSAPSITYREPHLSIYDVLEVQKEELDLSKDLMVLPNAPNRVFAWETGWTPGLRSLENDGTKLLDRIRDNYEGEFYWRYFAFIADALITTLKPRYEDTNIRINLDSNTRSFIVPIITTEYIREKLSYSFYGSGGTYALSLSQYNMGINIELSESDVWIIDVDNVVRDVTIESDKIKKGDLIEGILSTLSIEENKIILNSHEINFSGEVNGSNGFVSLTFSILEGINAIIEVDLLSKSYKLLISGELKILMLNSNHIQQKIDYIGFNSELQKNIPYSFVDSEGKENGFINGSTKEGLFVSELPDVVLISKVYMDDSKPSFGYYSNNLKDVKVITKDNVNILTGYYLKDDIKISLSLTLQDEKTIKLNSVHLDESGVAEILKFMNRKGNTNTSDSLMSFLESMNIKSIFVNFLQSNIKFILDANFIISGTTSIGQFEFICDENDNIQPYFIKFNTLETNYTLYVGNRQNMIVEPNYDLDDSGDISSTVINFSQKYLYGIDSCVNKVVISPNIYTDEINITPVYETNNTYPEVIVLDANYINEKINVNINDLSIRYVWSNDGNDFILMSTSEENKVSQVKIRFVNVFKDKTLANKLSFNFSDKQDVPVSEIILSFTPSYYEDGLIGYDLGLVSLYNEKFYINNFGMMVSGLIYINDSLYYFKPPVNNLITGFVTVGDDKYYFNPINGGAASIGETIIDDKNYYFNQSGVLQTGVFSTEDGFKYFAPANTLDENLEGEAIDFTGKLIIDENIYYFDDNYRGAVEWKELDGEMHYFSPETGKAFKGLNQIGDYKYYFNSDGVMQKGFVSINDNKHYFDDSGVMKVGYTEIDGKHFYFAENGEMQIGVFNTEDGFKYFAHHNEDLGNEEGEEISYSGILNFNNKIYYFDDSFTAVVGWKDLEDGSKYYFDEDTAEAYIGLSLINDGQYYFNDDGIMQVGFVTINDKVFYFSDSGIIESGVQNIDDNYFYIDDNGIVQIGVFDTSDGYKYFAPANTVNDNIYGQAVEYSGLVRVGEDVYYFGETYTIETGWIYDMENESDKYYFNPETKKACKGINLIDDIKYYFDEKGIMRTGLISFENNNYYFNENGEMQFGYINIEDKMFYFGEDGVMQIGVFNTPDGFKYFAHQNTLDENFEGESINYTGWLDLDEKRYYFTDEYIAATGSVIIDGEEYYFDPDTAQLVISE
Active calls of the source: *. An excerpt, so the mix of outcomes need not match the whole.

SMILES,TcdB inh
COc1ccc(NC(=O)N(C)C[C@@H]2OCc3ccccc3-c3ccccc3C(=O)N([C@H](C)CO)C[C@H]2C)c(OC)c1,-0.8
CC(C)NC(=O)N(C)C[C@H]1Oc2c(NC(=O)NC3CCCCC3)cccc2C(=O)N([C@H](C)CO)C[C@H]1C,1.7
O=C(Nc1ccc(F)cc1)C(c1ccccc1)N1CCN(c2ccncc2)CC1 (configuration not stated),0.4
CC(C)NC(=O)N[C@H]1C=C[C@@H](CC(=O)NCc2ccc(Oc3ccccc3)cc2)O[C@@H]1CO,-0.8
CN1C(=O)c2cc(NC(=O)c3ccc(F)cc3)ccc2OC[C@@H]2O[C@H](CC(=O)NCC3CC3)CC[C@@H]21,-1.1
C[C@H]1CN([C@@H](C)CO)C(=O)c2cc(NC(=O)CCN3CCOCC3)ccc2O[C@@H]1CN(C)S(=O)(=O)c1cn(C)cn1,0.1
COC(=O)C1=C(C)NC(C)=C(C(=O)OC)C(N2C(=O)CCC2=O)C1 (configuration not stated),0.6
C[C@@H]1CN([C@@H](C)CO)C(=O)c2cc(NC(=O)CCN3CCOCC3)ccc2O[C@H]1CN(C)Cc1ccc(C(=O)Nc2ccccc2N)cc1,-1.0
C=CC[C@]12C[C@@]3(O[C@H](c4ccccn4)N=C3C[C@H](c3ccc(OC)cc3)[C@H]1C)N(C1CCN(Cc3ccccc3)CC1)C2=O,0.5
C[C@H](CO)N1C[C@H](C)[C@H](CN(C)C(=O)Cc2cccnc2)Oc2cc(C#Cc3ccccc3F)ccc2S1(=O)=O,-5.1
C[C@@H]1CN([C@H](C)CO)C(=O)c2cc(NC(=O)Nc3ccc4c(c3)OCO4)ccc2O[C@@H](C)CCCCO[C@H]1CN(C)S(=O)(=O)c1cccs1,0.0
C[C@H](CO)N1C[C@H](C)[C@H](CN(C)C(=O)Nc2ccc(C(F)(F)F)cc2)OCCCC[C@H](C)Oc2ccc(NC(=O)Nc3ccc4c(c3)OCO4)cc2C1=O,0.3
C[C@@H]1CN([C@@H](C)CO)C(=O)CCCn2nncc2CO[C@@H]1CN(C)Cc1ccccc1,0.5
COC(=O)[C@]12C[C@H](CC(=O)N3CCN(C(=O)C4CC4)CC3)C(=O)N(Cc3ccc4c(c3)OCO4)C1=C[C@H](COCc1ccccc1)O[C@@H]2C,-1.5
COc1ccc2c3c([nH]c2c1)[C@H](CO)N(C(=O)Nc1ccc(F)cc1)CC31CCN(Cc2cc(F)ccc2F)CC1,0.5
CCCCCNC(=O)C(c1cc2ccccc2o1)n1c(=O)c(-c2cc3ccccc3[nH]2)nc2ccccc21 (configuration not stated),0.1
COc1cc(CN2[C@@H]3CNC[C@H]2C3c2ccc(-c3cccnc3)cc2)cc(OC)c1 (some centres not stated),-0.1
CCS(=O)(=O)Nc1ccc2c(c1)C(=O)N(C)C[C@H](OC)[C@@H](C)CN(CCC(F)(F)F)[C@H](C)CO2,0.1
O=C(Nc1ccc(F)cc1)N1CCCCN2[C@H](CO)[C@H](c3ccc(-c4ccncc4)cc3)[C@H]2C1,0.5
O=C(C[C@@H]1CC[C@H](NS(=O)(=O)c2ccccc2)[C@H](CO)O1)NCc1ccccc1F,-0.3
COc1ccc(C(=O)C[C@@H]2OC[C@H](C(C)C)N2S(=O)(=O)c2ccc(C)cc2)cc1OC,0.3
CCC(=O)N(C)C[C@@H]1Oc2cc(-c3ccccc3F)ccc2S(=O)(=O)N([C@@H](C)CO)C[C@@H]1C,0.1
C[C@H](CO)N1C[C@H](C)[C@H](CN(C)S(=O)(=O)c2ccc(Cl)cc2)OCCCC[C@H](C)Oc2ccc(NC(=O)NC3CCCCC3)cc2C1=O,1.0
O=C(C1CCCC1)N1[C@H](CO)[C@H]2c3ccccc3N(S(=O)(=O)c3ccccc3)C[C@H]21,-0.5

Sorted by molecular weight (highest first): part of the list above.
SMILES,TcdB inh
C[C@@H]1CN([C@H](C)CO)C(=O)c2cc(NC(=O)Nc3ccc4c(c3)OCO4)ccc2O[C@@H](C)CCCCO[C@H]1CN(C)S(=O)(=O)c1cccs1,0.0
C[C@H]1CN([C@@H](C)CO)C(=O)c2cc(NC(=O)CCN3CCOCC3)ccc2O[C@@H]1CN(C)S(=O)(=O)c1cn(C)cn1,0.1
C[C@@H]1CN([C@@H](C)CO)C(=O)CCCn2nncc2CO[C@@H]1CN(C)Cc1ccccc1,0.5
O=C(C1CCCC1)N1[C@H](CO)[C@H]2c3ccccc3N(S(=O)(=O)c3ccccc3)C[C@H]21,-0.5

Next results follow.
SMILES,TcdB inh
C[C@H](CO)N1C[C@H](C)[C@H](CN(C)C(=O)Nc2ccc3c(c2)OCO3)Oc2ccc(NS(=O)(=O)c3ccc(F)cc3)cc2C1=O,0.3
COc1cccc(NC(=O)C[C@H]2CC[C@H]3[C@H](COc4ccc(NC(=O)C5CC5)cc4C(=O)N3C)O2)c1,-0.8
C[C@H](CO)N1C[C@H](C)[C@@H](CN(C)S(=O)(=O)c2cccs2)Oc2ccc(NC(=O)Cn3cnnn3)cc2CC1=O,0.3
C[C@@H]1CN([C@H](C)CO)C(=O)Cc2cc(NS(=O)(=O)c3cn(C)cn3)ccc2O[C@H]1CN(C)Cc1ccncc1,-0.9
Cc1ccc(S(=O)(=O)N[C@H]2CC[C@@H](CCn3cc(C4CCCCC4)nn3)O[C@H]2CO)cc1,-0.7
C[C@H](CO)N1C[C@H](C)[C@H](CN(C)C(=O)Nc2ccccc2)OCCCC[C@H](C)Oc2ccc(NS(=O)(=O)c3ccccc3)cc2C1=O,-1.2
COc1ccccc1NC(=O)N[C@@H]1CC[C@@H](CCn2cc(C3(O)CCCC3)nn2)O[C@@H]1CO,1.3
C[C@H]1CN([C@@H](C)CO)S(=O)(=O)c2ccc(-c3cccnc3)cc2O[C@@H]1CN(C)C(=O)C1CCC1,0.1
C[C@@H]1CN([C@H](C)CO)C(=O)c2cccc(NS(=O)(=O)c3cccs3)c2O[C@@H]1CN(C)Cc1ccncc1,-0.6
C[C@@H]1CN([C@@H](C)CO)C(=O)Cc2cc(NS(=O)(=O)c3cn(C)cn3)ccc2O[C@@H]1CN(C)S(C)(=O)=O,-0.7
O=C(Nc1ccccc1)N[C@H]1CC[C@H](CCn2cc(-c3ccccc3F)nn2)O[C@@H]1CO,0.9
COc1cccc(-c2ccc3c(c2)[C@H]2[C@H](CCN2C(=O)CN2CCOCC2)[C@H](CO)N3)c1,-0.7
COCC(=O)N(C)C[C@H]1Oc2cc(-c3cccc(F)c3)ccc2S(=O)(=O)N([C@@H](C)CO)C[C@H]1C,0.9
CC(C)NC(=O)N(C)C[C@@H]1Oc2cc(-c3ccccc3)ccc2S(=O)(=O)N([C@H](C)CO)C[C@@H]1C,-0.9
C[C@H](CO)N1C[C@H](C)[C@H](CN(C)C(=O)Cc2ccccc2)Oc2ncc(C#Cc3ccccc3F)cc2C1=O,2.0
CCNC(=O)[C@H]1[C@H](CO)[C@H]2Cn3c(ccc(-c4ccncc4)c3=O)[C@H]2N1Cc1cc(F)ccc1F,0.0
COc1ccccc1-c1cn(CC[C@@H]2CC[C@@H](NC(=O)c3ccccc3F)[C@H](CO)O2)nn1,0.7
Cc1ccccc1-c1ccc2c(c1)O[C@@H](CN(C)Cc1ccc(C(=O)O)cc1)[C@H](C)CN([C@H](C)CO)S2(=O)=O,0.7
C[C@H]1CN([C@@H](C)CO)C(=O)c2c(c3ccccc3n2C)-c2ccccc2CO[C@@H]1CN(C)C(=O)Nc1ccc2c(c1)OCO2,-1.5
CN1c2ccc(Br)cc2[C@@H]2[C@@H](CCN2C(=O)C2CCCC2)[C@@H]1CO,1.1
CN1C(=O)c2cc(NC(=O)c3ccccc3)ccc2OC[C@@H]2O[C@@H](CC(=O)NC3CCCC3)CC[C@H]21,-0.4
C[C@H](CO)N1C[C@H](C)[C@H](CN(C)Cc2ccccc2C(=O)O)Oc2ncc(C3=CCCC3)cc2C1=O,0.4
C[C@@H]1CN([C@@H](C)CO)C(=O)c2cc(-c3ccncc3)cnc2O[C@H]1CN(C)C(=O)c1ccc(F)cc1,-1.3
O=C(N[C@@H]1CC[C@@H](CCNS(=O)(=O)c2ccccc2)O[C@H]1CO)c1cnccn1,-1.1
Cc1cccc(-c2ccc([C@H]3[C@@H](CO)N4CCCCN(C(=O)NC(C)C)C[C@@H]34)cc2)c1,0.9
COc1ccc(S(=O)(=O)N(C)C[C@@H]2Oc3ccc(NC(=O)NC4CCCCC4)cc3CC(=O)N([C@H](C)CO)C[C@@H]2C)cc1,1.0
O=C(NS(=O)(=O)c1ccccc1[N+](=O)[O-])[C@H]1O[C@@H](n2ccc(=O)[nH]c2=O)[C@H](O)[C@@H]1O,1.3
O=C(C[C@H]1C=C[C@H](NC(=O)CC2CC2)[C@@H](CO)O1)NCC(F)(F)F,0.2
Cc1noc(C)c1NC(=O)Nc1ccc2c(c1)CC(=O)N([C@H](C)CO)C[C@H](C)[C@H](CN(C)S(=O)(=O)c1ccc(F)cc1)O2,0.5
Cc1ccc(S(=O)(=O)Nc2ccc3c(c2)C(=O)N([C@@H](C)CO)C[C@@H](C)[C@@H](CN(C)Cc2ccc4c(c2)OCO4)OCCCC[C@H](C)O3)cc1,0.5
COc1cccc(CNC(=O)C[C@@H]2C=C[C@@H](NC(=O)C3CCC3)[C@@H](CO)O2)c1,-2.3
Cc1noc(C)c1S(=O)(=O)N(C)C[C@@H]1Oc2ccc(NS(=O)(=O)c3ccc(Cl)cc3)cc2CC(=O)N([C@H](C)CO)C[C@@H]1C,4.9
C[C@H]1CN([C@@H](C)CO)C(=O)c2cccc(NS(=O)(=O)c3ccc(Cl)cc3)c2O[C@H]1CN(C)Cc1ccc(C(=O)O)cc1,-1.7
C[C@@H](O)C#Cc1ccc([C@H]2[C@H](CO)N3CCCCN(C(=O)Nc4ccccc4)C[C@@H]23)cc1,-2.5
C[C@@H]1CN([C@@H](C)CO)C(=O)c2cc(NS(=O)(=O)c3cccs3)ccc2O[C@H]1CN(C)CC1CC1,-0.1
COc1cccc(NC(=O)C[C@@H]2CC[C@H]3[C@H](COc4ccc(NC(=O)c5ccccc5F)cc4C(=O)N3C)O2)c1,-2.6

> CNC[C@@H]1Oc2cc(C#Cc3cccnc3)ccc2S(=O)(=O)N([C@@H](C)CO)C[C@H]1C
  TcdB inh: -0.4

> C[C@H](CO)N1C[C@H](C)[C@@H](CN(C)C)Oc2c(NC(=O)Nc3ccccc3)cccc2C1=O
  TcdB inh: -0.2

> C[C@H](CO)N1C[C@H](C)[C@@H](CN(C)Cc2ccccc2)Oc2cc(/C=C/c3ccccc3)ccc2S1(=O)=O
  TcdB inh: -7.5

> O=C(CC1CC1)Nc1ccc2c(c1)[C@@H]1C[C@H](CC(=O)N3CCc4ccccc4C3)O[C@H](CO)[C@@H]1O2
  TcdB inh: -0.8

> O=C(C[C@@H]1CC[C@H](NS(=O)(=O)c2ccccc2)[C@@H](CO)O1)NCCN1CCCCC1
  TcdB inh: -0.7

> CC(C)C[C@@H]1NC(=O)[C@@H]2C[C@H](C(=O)O)[C@H](c3cccc(OCCO)c3)N2C1=O
  TcdB inh: -0.2

> C[C@H]1CN([C@@H](C)CO)C(=O)c2cc(C3=CCCCC3)cnc2O[C@H]1CN(C)C(=O)Nc1ccc(F)cc1
  TcdB inh: -0.1

> CO[C@H]1CN(C)C(=O)c2ccc(NS(C)(=O)=O)cc2OC[C@H](C)NC[C@H]1C
  TcdB inh: -0.6

> O=C(NC[C@@H]1CC[C@H]2[C@H](CN2S(=O)(=O)c2ccccc2[N+](=O)[O-])O1)Nc1ccccc1
  TcdB inh: -1.0

> CN(C)CC(=O)N[C@@H]1CC[C@@H](CCNC(=O)Nc2ccc(Cl)cc2)O[C@@H]1CO
  TcdB inh: -0.9

Of the compounds above, these contain two or more sulfur atoms:
> C[C@@H]1CN([C@H](C)CO)C(=O)c2cc(NC(=O)Nc3ccc4c(c3)OCO4)ccc2O[C@@H](C)CCCCO[C@H]1CN(C)S(=O)(=O)c1cccs1
  TcdB inh: 0.0

> C[C@H](CO)N1C[C@H](C)[C@@H](CN(C)S(=O)(=O)c2cccs2)Oc2ccc(NC(=O)Cn3cnnn3)cc2CC1=O
  TcdB inh: 0.3

> C[C@@H]1CN([C@H](C)CO)C(=O)c2cccc(NS(=O)(=O)c3cccs3)c2O[C@@H]1CN(C)Cc1ccncc1
  TcdB inh: -0.6

> C[C@@H]1CN([C@@H](C)CO)C(=O)Cc2cc(NS(=O)(=O)c3cn(C)cn3)ccc2O[C@@H]1CN(C)S(C)(=O)=O
  TcdB inh: -0.7

> Cc1noc(C)c1S(=O)(=O)N(C)C[C@@H]1Oc2ccc(NS(=O)(=O)c3ccc(Cl)cc3)cc2CC(=O)N([C@H](C)CO)C[C@@H]1C
  TcdB inh: 4.9

> C[C@@H]1CN([C@@H](C)CO)C(=O)c2cc(NS(=O)(=O)c3cccs3)ccc2O[C@H]1CN(C)CC1CC1
  TcdB inh: -0.1

Additional structures
> COC(=O)C[C@@H]1CC[C@@H]2[C@H](COc3ccc(NC(=O)c4cscn4)cc3C(=O)N2C)O1
  TcdB inh: 0.7

> C[C@@H]1CN([C@H](C)CO)C(=O)c2cc(NC(=O)Cc3ccccc3)ccc2O[C@@H]1CN(C)Cc1ccc(C(=O)Nc2ccccc2N)cc1
  TcdB inh: -1.0

> C[C@@H]1CN([C@H](C)CO)C(=O)c2cc(NC(=O)C3CCCCC3)ccc2O[C@@H](C)CCCCO[C@H]1CN(C)S(=O)(=O)c1ccc(Cl)cc1
  TcdB inh: -0.2

> COC(=O)C[C@@H]1C[C@@H]2c3cc(NS(C)(=O)=O)ccc3O[C@@H]2[C@H](CO)O1
  TcdB inh: 0.5

> C[C@@H]1CN([C@H](C)CO)C(=O)c2cc(NS(=O)(=O)c3ccc(Cl)cc3)ccc2O[C@H]1CN(C)S(=O)(=O)c1ccc(Cl)cc1
  TcdB inh: 1.2

> C[C@@H]1CN([C@H](C)CO)C(=O)Cc2cc(NS(=O)(=O)c3cn(C)cn3)ccc2O[C@@H]1CN(C)Cc1ccc(C(=O)O)cc1
  TcdB inh: -0.7

> Cc1noc(C)c1NC(=O)N(C)C[C@H]1Oc2ccc(N(C)C)cc2C(=O)N([C@@H](C)CO)C[C@H]1C
  TcdB inh: -2.7

> COc1ccc(N=C2Sc3ccccc3[C@@H]3C[C@H]4[C@H](CON4C)CN23)c(OC)c1
  TcdB inh: 1.9

> Cc1noc(C)c1S(=O)(=O)Nc1ccc2c(c1)C(=O)N([C@H](C)CO)C[C@@H](C)[C@@H](CN(C)Cc1ccc(C(F)(F)F)cc1)O2
  TcdB inh: 1.8

> C[C@@H]1CN([C@H](C)CO)C(=O)c2cc(-c3ccncc3)cnc2O[C@H]1CN(C)C(=O)Nc1ccc2c(c1)OCO2
  TcdB inh: 1.0
